# TbMetRS inhib – blocks T. brucei methionyl-tRNA synthetase activity | 360,000 compounds, 0.4% hits | inhibition, % at 11.9 µM | purified T. brucei MetRS, ATP depletion, Kinase-Glo luminescence;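 active means inhibition above a per-plate cutoff of the control wells' mean inhibition plus 3 SD, cut at about 5.5% in these data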;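 further: 0% = DMSO wells median and 100% = median of wells with control inhibitor compound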
#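 Material: T. brucei methionyl-tRNA synthetase, purified; reagent: substrates ATP, L-methionine and bulk Escherichia coli tRNA; dosing: 11.9 µM single point; timing: 15 min plus 2 h at 25 °C; detection: luminescence of leftover ATP; evaluation: % inhibition; control set: DMSO-only wells as low control; replicates: singlicate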
# Neddyl block – blocks human cullin neddylation | 360,000 compounds, 0.58% hits | P61081+Q13564 | calls only at 25 µM | TR-FRET cullin neddylation, biochemical; in the data active means inhibition above about 36%
# STEP block – blocks human striatal-enriched tyrosine phosphatase. inhibition, % at 20 µM. 360,000 compounds, 0.25% hits. recombinant STEP, OMFP fluorogenic substrate, fluorescence;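 active means inhibition at 20 µM, scaled per plate between control wells, above about 37%, limit read from the data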;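 further: 0% = DMSO with enzyme and substrate and 100% = substrate only without enzyme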
#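 material = STEP tyrosine phosphatase | reagent = fluorogenic phosphatase substrate OMFP at 25 µM final | doses = single compound dose of 20 µM, 1% DMSO final | schedule = 20 min reaction, room temperature, in the dark | measured by = fluorescence, 480/540 nm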
# LMPTP inh – blocks human LMPTP phosphatase | 360,000 compounds, 0.22% hits | recombinant LMPTP-A, OMFP fluorogenic substrate, fluorescence intensity | AID 651560 | inhibition, % at 20 µM | P24666;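 active means compounds that cut the enzyme signal by at least half of the control window in the single-dose screen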;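 further: plate controls were DMSO wells with enzyme plus substrate for no effect and substrate without enzyme for full effect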
#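 Assay system: LMPTP-A, protein tyrosine phosphatase of low molecular weight / Medium: pH 6.0 Bis-Tris buffer with DTT and Triton X-100 / Schedule: 50 min enzyme reaction at room temperature, protected from light / Measured by: endpoint fluorescence intensity from OMFP dephosphorylation / Read-out basis: % inhibition relative to no-enzyme and uninhibited control wells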
# DNMT1 inh – DNMT1 (human) enzyme inhibition | DNMT1 molecular beacon, Hinp1I cleavage, fluorescence | AID 588458 | 360,000 compounds, 0.83% hits | inhibition (reported as % activation of signal), % at 10 µM | P26358; in the data active means inhibition above about 50%
# Target sequence (P26358 504-1616 limits assumed): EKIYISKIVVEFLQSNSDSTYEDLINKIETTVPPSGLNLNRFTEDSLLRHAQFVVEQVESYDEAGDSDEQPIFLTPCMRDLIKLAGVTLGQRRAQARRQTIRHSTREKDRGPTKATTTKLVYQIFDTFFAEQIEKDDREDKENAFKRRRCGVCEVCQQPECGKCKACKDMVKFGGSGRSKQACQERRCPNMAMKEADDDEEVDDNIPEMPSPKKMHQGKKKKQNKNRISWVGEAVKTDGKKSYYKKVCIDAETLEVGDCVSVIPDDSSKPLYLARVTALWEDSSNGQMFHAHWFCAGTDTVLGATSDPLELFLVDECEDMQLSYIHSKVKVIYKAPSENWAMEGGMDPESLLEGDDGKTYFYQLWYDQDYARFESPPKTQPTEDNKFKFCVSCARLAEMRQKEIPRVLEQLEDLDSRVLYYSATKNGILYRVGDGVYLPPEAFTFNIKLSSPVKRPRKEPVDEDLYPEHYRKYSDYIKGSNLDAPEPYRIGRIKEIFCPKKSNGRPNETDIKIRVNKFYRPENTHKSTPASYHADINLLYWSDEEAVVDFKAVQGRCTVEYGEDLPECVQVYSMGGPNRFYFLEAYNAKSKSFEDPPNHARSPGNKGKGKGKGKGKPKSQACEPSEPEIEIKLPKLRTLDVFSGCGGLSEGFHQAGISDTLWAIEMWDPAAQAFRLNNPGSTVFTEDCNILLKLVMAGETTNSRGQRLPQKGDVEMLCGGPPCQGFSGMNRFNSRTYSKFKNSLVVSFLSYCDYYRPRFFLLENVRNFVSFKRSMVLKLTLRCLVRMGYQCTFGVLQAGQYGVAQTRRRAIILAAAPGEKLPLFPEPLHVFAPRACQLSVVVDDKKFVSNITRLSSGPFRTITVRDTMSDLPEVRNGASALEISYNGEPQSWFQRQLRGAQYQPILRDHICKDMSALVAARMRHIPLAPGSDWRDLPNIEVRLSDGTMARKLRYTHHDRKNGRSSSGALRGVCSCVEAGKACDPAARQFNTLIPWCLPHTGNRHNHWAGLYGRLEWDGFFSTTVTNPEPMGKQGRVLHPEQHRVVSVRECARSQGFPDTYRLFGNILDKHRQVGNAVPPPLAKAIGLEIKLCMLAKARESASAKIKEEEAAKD
# SUMO1-SIM PPI – modulators of human SUMO1-mediated protein-protein interactions | SUMO1 binding to a labelled peptide, TR-FRET, 1 h | P63165 | inhibition, % at 20 µM | 360,000 compounds, 0.33% hits; in the data active means inhibition above about 37%
# Scp1 inh – blocks human Scp-1 phosphatase activity; AID 493091; 340,000 compounds, 0.88% hits; Recombinant Scp1, phosphopeptide, malachite green phosphate absorbance; inhibition, % at 20 µM; Q9GZU7;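 active means inhibition above about 50% at 20 µM, limit read from the data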;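 further: plate controls were DMSO wells with enzyme for no effect and wells lacking enzyme for full effect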
#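 assay system = SCP-1 phosphatase catalytic domain, residues 76-261 | buffer or medium = 50 mM Tris acetate pH 5.5, 0.005% Tween-20, 10 mM MgCl2 | incubation = enzyme reaction 45 min at room temperature, colour 5 min, stabilisation 30 min | signal = Phosphate-binding colour reagent, absorbance read at 630 nm | measure = % inhibition at 20 µM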
# NadD inh – NadD (S. aureus) enzyme inhibition; purified NadD enzyme, colorimetric absorbance read-out; inhibition, % at 20 µM; 360,000 compounds, 0.78% hits; in the data active means inhibition above about 26%; further: some compounds past the cut are filed as inactive
# NRP1-CendR mod – alters CendR peptide binding to human NRP-1 | O14786 | FAM-RPARPAR peptide binding to NRP-1, fluorescence polarization | AID 602438 | inhibition, % at 25 µM | 360,000 compounds, 0.85% hits;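 active means inhibition or corrected inhibition above about 18%, plus a signal ratio from 0.5 to 1.5, limit read from the data, passing the limit was not always enough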; further: strong numbers were not always called active
# SKN-1 block – blocks SKN-1 activity in C. elegans | 360,000 compounds, 0.49% hits | inhibition, % at 21.8 µM | C. elegans VP596 Pgst-4::GFP/RFP ratio, acrylamide-induced, 24 h;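 active means interference check ratio from 0.5 to 1.5 plus GFP to RFP signal ratio inhibition reaching or exceeding a fixed threshold, cut at about 30% in these data, passing the limit was not always enough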; further: some compounds called inactive have numbers as strong as hits
# Active calls of the source: *; i = inactive; / = no result given.
SMILES,TbMetRS inhib,Neddyl block,STEP block,LMPTP inh,DNMT1 inh,SUMO1-SIM PPI,Scp1 inh,NadD inh,NRP1-CendR mod,SKN-1 block
O=C(Cc1coc2cc3c(cc12)CCC3)OCc1cc(=O)n2c(n1)sc1ccccc12,-0.6,i,2,8.8,85*,6,63*,20,-10,0
O=S(=O)(c1ccccc1)c1cnc(-c2cccnc2)nc1-c1ccc(Cl)cc1Cl,-0.2,i,2,5.4,-6,-5,19,6,6,15
CCN(CC(=O)NCc1ccc(Cl)cc1)C(=O)c1cc(S(=O)(=O)NCc2ccccc2)ccc1C,-0.2,i,-1,-1.3,-2,3,-2,-6,9,12
O=C(Nc1ccc(F)cc1F)c1ccccc1-c1ccccc1,-0.9,i,-2,0.0,6,0,0,0,31*,-2
O=C1CC(N2CCN(S(=O)(=O)c3ccccc3F)CC2)C(=O)N1c1ccccc1F (stereo unspecified),-0.4,i,0,-1.3,-3,-3,-2,7,0,10
O=C(Nc1ccccc1)Nc1cccc(NC(=O)Nc2ccccc2)c1F,-1.4,i,-6,2.1,7,2,15,4,-1,-5
O=C(CCn1c(=O)sc2ccccc21)NCc1cccs1,-0.6,i,0,-0.6,2,-3,-7,-3,7,0
COC(=O)c1sc(-c2ccc(C(C)(C)C)cc2)cc1NC(=O)COCC(=O)O,-0.2,i,8,3.3,-3,-14,-11,-8,-34,9
CCC(Oc1ccccc1)C(=O)N1CCN(S(=O)(=O)c2ccccc2)CC1 (stereo unspecified),-0.3,i,-2,-1.5,2,-1,-10,2,-2,11
CCCC(C(=O)NCCC(C)C)N(Cc1ccccc1Cl)C(=O)c1snc(C(N)=O)c1N (stereo unspecified),-1.0,i,-1,2.2,2,-2,-6,-6,-8,-13
Cn1c(NC(=O)Cc2ccc(F)cc2)cc(=O)n(C)c1=O,0.6,i,-4,-1.9,-6,0,-16,0,-1,4
COc1ccc(-c2cc(C(=O)NCCCn3ccnc3)no2)cc1,-0.6,i,-1,-1.9,1,-1,-5,-3,-7,-12
CCS(=O)(=O)Nc1cc(C(=O)O)ccc1C,-0.8,i,2,-0.5,-1,0,-3,-1,8,2
CC(=O)NC(CC(=O)OCC(=O)c1ccc(NC(=O)CC(C)C)cc1)c1ccccc1 (stereo unspecified),-0.3,i,8,2.8,18,1,52*,-4,-12,11
COCCn1c(SCC(=O)N2CCCc3ccccc32)nnc1-c1ccco1,-1.1,i,-3,-2.1,-1,0,0,-7,3,-3
O=C(O)CC1NCCc2ccccc21 (stereo unspecified),-0.7,i,1,0.1,-8,4,-1,-4,0,-14
Cc1nc(N2CCC(C)CC2)c2c(C)c(C(=O)Nc3ccc(C)c(F)c3)sc2n1,-0.1,i,1,2.4,-4,-6,8,0,16,7
CCCc1ccc(S(=O)(=O)N/N=C\c2ccc3c(c2)OCO3)cc1,-0.2,i,2,4.0,0,-7,-2,-2,-5,10
CCOc1ccc(Cc2onc3c2C(=O)CC(C)(C)C3)cc1OCC,-1.0,i,3,-0.9,3,3,-5,-8,-5,0
COc1ccc(NC(=O)NCc2ccc3c(c2)OCO3)cc1OC,-0.2,i,4,-0.3,0,0,-5,-4,4,0
CCOC(=O)c1c(C)[nH]c(C2=NNC(=Nc3ccccc3OC)SC2)c1C,-0.5,i,1,2.7,-42,2,-2,25,-13,19
CCOC(=O)[C@]12CCC=C1N(Cc1ccc(Cl)cc1Cl)C(=O)[C@H](CC(=O)N1CCOCC1)C2,0.2,i,/,-0.4,/,-3,/,6,0,-3
CCCc1cc(=O)[nH]c(SCc2ccc(C#N)cc2)n1,-0.3,i,-7,-1.1,3,5,-12,0,-5,7
CCOC(=O)c1c(NC(=O)Nc2cccc(Cl)c2)sc(C)c1C,0.1,i,0,0.5,3,-2,-5,10,-1,-11
CCOc1ccc(C(=O)NCc2ccco2)cc1OCC,-1.5,i,1,-1.4,17,-1,18,-2,-2,-12

# Continued (four carried over from the part before).
SMILES,TbMetRS inhib,Neddyl block,STEP block,LMPTP inh,DNMT1 inh,SUMO1-SIM PPI,Scp1 inh,NadD inh,NRP1-CendR mod,SKN-1 block
CCOC(=O)[C@]12CCC=C1N(Cc1ccc(Cl)cc1Cl)C(=O)[C@H](CC(=O)N1CCOCC1)C2,0.2,i,/,-0.4,/,-3,/,6,0,-3
CCCc1cc(=O)[nH]c(SCc2ccc(C#N)cc2)n1,-0.3,i,-7,-1.1,3,5,-12,0,-5,7
CCOC(=O)c1c(NC(=O)Nc2cccc(Cl)c2)sc(C)c1C,0.1,i,0,0.5,3,-2,-5,10,-1,-11
CCOc1ccc(C(=O)NCc2ccco2)cc1OCC,-1.5,i,1,-1.4,17,-1,18,-2,-2,-12
Cc1ccc2c(C)c(C(=O)N(C)C(C)c3ccon3)oc2c1C (stereo unspecified),-0.1,i,-2,0.6,0,4,-7,-1,-3,3
CC(NC(=O)c1cccc(S(=O)(=O)N2CCN(Cc3ccccc3)CC2)c1)c1ccc(Cl)cc1 (stereo unspecified),-0.4,i,0,-4.1,-3,-5,-3,8,-1,9
CC(C(=O)O)n1cc(C#N)c(=O)[nH]c1=O (stereo unspecified),-0.2,i,0,-2.2,13,7,-5,1,5,11
CCOc1ccccc1/C=N/Nc1ccnc(=O)[nH]1,2.0,i,-3,0.3,0,-7,-6,-3,11,-13
CCCCn1c(CN2CCN(c3ccccc3)CC2)nc2c1c(=O)n(C)c(=O)n2C,-0.4,i,2,-0.7,0,6,-12,2,5,11
Cc1ccc(N(C(=O)C2CCCO2)C2C=CS(=O)(=O)C2)cc1Cl (stereo unspecified),-0.5,i,-2,-0.6,1,6,1,10,-17,-3
CCn1c(SCC(=O)Nc2ccc3c(c2)c2ccccc2n3CC)nnc1-c1cnccn1,-0.2,i,0,2.5,-17,3,-5,10,-35,9
CCCN1CC23C=CC(O2)C(C(=O)O)C3C1=O (stereo unspecified),0.1,i,-2,-0.5,1,3,-8,1,-6,0
Cc1ccc(S(=O)(=O)Nc2ccnc(-c3cccnc3)n2)cc1,-0.1,i,-3,0.1,-2,8,-2,-5,5,-3
Cc1cccc(/C=N/NC(=O)Cc2ccc(Cl)cc2)c1O,-0.7,i,2,1.6,2,8,-6,-13,0,17
O=C(Nc1ccc2c(c1)OCO2)c1ccc[n+]([O-])c1,0.2,i,0,-0.9,-1,1,-13,3,-4,1
CN(c1ccccc1)S(=O)(=O)c1ccc(C(=O)N2CCCC(C(F)(F)F)C2)cc1 (stereo unspecified),0.5,i,-2,-1.2,0,2,1,-4,-1,-14
CC(C)=C1SC(N2CCOCC2)=NC1=O,-1.1,i,1,-2.2,1,-2,-2,-2,-7,20
O=C(/C=C/c1ccccc1[N+](=O)[O-])N1CCc2ccccc2C1,-1.3,i,3,-0.1,-5,-19,-2,-4,-4,6
CCOc1ccc(-c2c(C(=O)N/N=C/C3CC=CCC3)nnn2-c2nonc2N)cc1 (stereo unspecified),0.3,i,1,0.1,8,4,-4,-1,12,5
CCOC(=O)C1CCN(CCC(=O)Nc2ccc(Cl)cc2)CC1,-0.5,i,0,-3.0,0,-6,-3,-6,13,-13
COCCN1C(=O)N(c2cccc(C)c2)C(=O)C1CC(=O)Nc1ccc(F)cc1 (stereo unspecified),-0.2,i,-1,-2.3,-1,-1,2,-1,0,4
Nc1c(C(=O)NCc2ccco2)sc2nc3c(cc12)C(=O)CCC3,-0.2,i,1,13,0,6,74*,8,4,2
CC(=O)Nc1ccc(S(=O)(=O)Nc2ccc(Nc3ccccc3)cc2)cc1,0.8,i,-1,2.4,-8,0,-21,-3,2,10
Cc1ccc(Cl)cc1N(CC(=O)Nc1cccc(N(C)S(C)(=O)=O)c1)S(C)(=O)=O,-0.1,i,0,-0.1,-2,-2,-11,1,12,-7
Cc1c(Br)c(O)c(Br)c2sc(=O)oc12,-0.1,i,22,2.4,-5,15,-2,3,9,-7
COc1cccc(C(=O)NCc2ccc3c(c2)OCO3)c1OC,0.3,i,0,-0.8,5,1,-7,-8,2,-10
CCc1nnc(SCC(=O)N2CCCC(N3CCN(c4ccccc4C)CC3)C2)o1 (stereo unspecified),-0.4,i,3,0.0,1,-1,-7,-1,9,-2
COc1ccc2c(c1)NC(c1cc(Cl)cc(Cl)c1O)c1cccn1-2 (stereo unspecified),-0.3,i,12,0.6,32,4,-7,3,-16,-4
COC(=O)C1CC2=C(CCCC2=O)N(Cc2ccccc2)C1=O (stereo unspecified),0.7,i,-2,-0.2,3,4,-17,0,12,-11
Cc1c(C(=O)C(=O)NCc2ccco2)c2ccccc2n1C,-0.3,i,2,-0.3,0,-1,-14,-2,9,-15
O=C(COc1nc2ccccc2nc1N1CCOCC1)Nc1cccc(S(=O)(=O)N2CCCCC2)c1,-0.4,i,0,2.1,-6,8,-12,9,-6,4
COc1ccc(NC(=O)c2cn(C)c(=O)c3cc(OC)c(OC)cc23)c(OC)c1,-0.4,i,-2,0.8,-3,-1,-8,-3,11,15

# Retrieved one by one from above, 5 records:
SMILES,TbMetRS inhib,Neddyl block,STEP block,LMPTP inh,DNMT1 inh,SUMO1-SIM PPI,Scp1 inh,NadD inh,NRP1-CendR mod,SKN-1 block
O=C(COc1nc2ccccc2nc1N1CCOCC1)Nc1cccc(S(=O)(=O)N2CCCCC2)c1,-0.4,i,0,2.1,-6,8,-12,9,-6,4
Cc1ccc2c(C)c(C(=O)N(C)C(C)c3ccon3)oc2c1C (stereo unspecified),-0.1,i,-2,0.6,0,4,-7,-1,-3,3
O=C(Nc1ccc2c(c1)OCO2)c1ccc[n+]([O-])c1,0.2,i,0,-0.9,-1,1,-13,3,-4,1
Cc1ccc(N(C(=O)C2CCCO2)C2C=CS(=O)(=O)C2)cc1Cl (stereo unspecified),-0.5,i,-2,-0.6,1,6,1,10,-17,-3
COc1ccc2c(c1)NC(c1cc(Cl)cc(Cl)c1O)c1cccn1-2 (stereo unspecified),-0.3,i,12,0.6,32,4,-7,3,-16,-4

# Source: PubChem (several laboratories)
